Bioassay records from PubChem.
NR2E3 ag-1 – inhibitors of NR2E3-RetCOR corepressor binding, primary screen, NR2E3 agonist project, biochemical, TR-FRET, GST-NR2E3, biotin-RetCOR; Photoreceptor-specific nuclear receptor (Homo sapiens), Q9Y5X4; 1536-well; inhibition of corepressor binding, % at 4.78 µM; hit rate 0.12% among 320,000; AID 2300, 2010;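 active means percent inhibition above the cutoff of mean plus 3 SD of all tested compounds, set per screening campaign, cut at about 20% in these data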;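 further: 0% = DMSO wells and 100% = biotin wells as full block of FRET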
Target sequence (Q9Y5X4 whole entry, looked up): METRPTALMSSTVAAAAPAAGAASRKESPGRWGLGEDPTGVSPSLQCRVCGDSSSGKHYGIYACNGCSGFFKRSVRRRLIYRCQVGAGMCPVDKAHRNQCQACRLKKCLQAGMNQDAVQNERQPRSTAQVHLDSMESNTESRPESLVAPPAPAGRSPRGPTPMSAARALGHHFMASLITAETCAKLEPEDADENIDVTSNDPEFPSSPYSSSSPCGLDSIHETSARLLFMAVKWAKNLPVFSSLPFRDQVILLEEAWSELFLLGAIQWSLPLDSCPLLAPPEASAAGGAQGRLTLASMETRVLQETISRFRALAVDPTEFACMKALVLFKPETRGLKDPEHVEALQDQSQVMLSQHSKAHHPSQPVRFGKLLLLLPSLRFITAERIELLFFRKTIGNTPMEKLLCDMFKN
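System: GST-tagged NR2E3 plus biotinylated RetCOR corepressor; Amount: 1.35 nM GST-tagged NR2E3 final; Dosing: single nominal compound dose of 4.8 µM; Schedule: 5 h incubation at 4 °C; Technique: TR-FRET with europium anti-GST and streptavidin-D2, 340 nm excitation; Controls: biotin wells as high control, 0.6% DMSO wells as low control.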
aDG glyco act – activators of alpha-DG glycosylation, primary screen, uHTS, Pro5-aDG cells, AlphaScreen | alpha-DG glycosylation AlphaScreen (IIH6); 0% Pro5, 100% B10-LARGE cell signal | activation, % at 10 µM | hit rate 0.22% among 360,000;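 active means activation of at least 8% versus controls, or a plate z-score of at least 8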;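 further: Pro5 are CHO cells carrying HIG-tagged alpha-DG that lacks glycosylation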
Shn3 3UTR inh – reduction of Shn3 3'UTR firefly luciferase signal, primary screen, Schnurri-3 inhibitor project, cell-based, Clone20 osteoblasts, set 2; Clone20 osteoblast Shn3 3'UTR firefly luciferase, 24 h; inhibition, % at 12.5 µM; hit rate 0.52% among 360,000;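 active means mean inhibition of at least 75% with every replicate also reaching 75%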;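 further: 0% = median of neutral control wells and 100% = pilot-screen positive control compound; some compounds past the cut are filed as inactive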
NR2E3 ag-2 – NR2E3 agonists in two-hybrid cells, primary screen, cell-based, luminescence, CHO-S, Gal4-NCOR/VP16-NR2E3 | luciferase | Photoreceptor-specific nuclear receptor (Homo sapiens), Q9Y5X4 | AID 602229, 2012 | inhibition of corepressor binding, % at 3.98 µM | hit rate 0.35% among 360,000;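 active means inhibition above the mean of all tested compounds plus 3 SD, cut at about 70% in these data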;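 further: 0% = DMSO with NR2E3 transfected cells and 100% = cells lacking NR2E3 construct; higher means lower luciferase signal from less NR2E3 corepressor binding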
MITF TRPM1 inh – inhibitors of MITF-dependent TRPM1 promoter reporter, primary screen, cell-based, SK-MEL-5, single point, luciferase; SK-MEL-5 TRPM1 promoter luciferase, 24 h; inhibition, % at 12.5 µM; hit rate 0.83% among 330,000;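 active means mean inhibition across replicates of 60% or more, whatever share of single replicates reaches that level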; further: values of inactives mirror those of a sister screen read the other way
CF NFkB inh – inhibitors of PAF-induced NF-kB signaling, primary screen, cell-based, GFP fluorescence, uHTS | AID 588850, 2011 | KKLEB NF-kB-GFP reporter, GFP fluorescence overnight | hit rate 0.86% among 360,000 | inhibition, % at 5 µM;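 active means at least 50% inhibition at 5 µM, scaled per plate between neutral and stimulator controls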;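 further: PAF is a Pseudomonas aeruginosa culture filtrate used as stimulus; plate controls were PAF-stimulated DMSO wells for no effect and unstimulated DMSO wells for full effect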
iPSC survival up – enhancers of single-cell hiPSC survival, primary screen, ATPlite luminescence. survival enhancement, % at 20 µM. 100% = ROCK inhibitor wells, 0% = DMSO. hit rate 0.044% among 360,000; in the data active means survival enhancement above about 18%;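 further: cells exposed to compounds for 16 hours before the ATP read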
TWEAK-Fn14 inh – inhibitors of TWEAK-Fn14 signaling, primary screen, luciferase reporter cells, uHTS | TWEAK-stimulated Fn14 reporter cells, luciferase luminescence, 8 h | inhibition, % at 10 µM | hit rate 2% among 360,000 | AID 1159606, 2016; in the data active means inhibition above about 50%
KKLEB tox – cytotoxicity in KKLEB CF airway cells, primary screen, cytotoxicity control for CF NF-kB inhibitor project, cell-based, uHTS, fluorescence assay plates | activity change (cytotoxicity), % at 5 µM | KKLEB CF airway cells viability, ATPlite luminescence, overnight; active compounds read low; cells stimulated with P. aeruginosa culture filtrate | hit rate 0.36% among 360,000;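 active means corrected activity change at or below -50% at 5 µM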
HIF-2a block – HIF-2a reporter inhibitors, primary screen, luminescence, 786-0 RCC cells; 786-0 RCC cells HIF-2a reporter, luciferase luminescence, overnight; inhibition, % at 18.8 µM; hit rate 0.72% among 360,000; AID 624352, 2012;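 active means inhibition of the luminescence signal of 40% or more relative to plate controls, in a single-dose primary screen at 18.75 µM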
Peg3 promoter – Peg3 promoter-driven luciferase inhibitors, primary screen, cell-based, HeLa, luciferase luminescence; inhibition, % at 20 µM; hit rate 1.7% among 360,000; HeLa PEG-Prom luciferase reporter, overnight;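 active means inhibition of at least 50% at 20 µM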
Starred values were filed as active, the others as inactive; · = not tested or not shown.

SMILES	NR2E3 ag-1	aDG glyco act	Shn3 3UTR inh	NR2E3 ag-2	MITF TRPM1 inh	CF NFkB inh	iPSC survival up	TWEAK-Fn14 inh	KKLEB tox	HIF-2a block	Peg3 promoter
CN1CCN(NS(=O)(=O)c2ccc(Cl)cc2)CC1	1.5	-0.2	5.8	-9.7	1.8	6.4	-0.2	14.9	-8.3	7.1	1.1
O=c1ncn(C2CCCCC2)c(=O)[nH]1	·	-0.3	2.4	-4.7	7.3	-21.5	-0.4	-7.0	6.2	4.7	4.8
Oc1cccc2c(-c3nn[nH]n3)ccnc12	-0.4	-0.1	-5.1	-26.7	-13.0	3.3	1.8	6.8	1.8	6.9	-1.3
Cc1cccc(C(C)C)c1NC(=O)c1cccnc1	3.3	0.2	0.4	-24.9	-14.9	5.3	2.0	-17.0	3.2	0.0	-13.6
CCN(CC(=O)Nc1cc(C)nn1-c1nc(C)cc(C)n1)Cc1ccccc1	5.9	0.7	-14.7	-22.1	10.1	-9.7	-1.9	-19.9	0.9	7.6	24.7
Cc1ccc(-c2csc(C(O)c3cccc(Cl)c3)n2)cc1C (stereo not given)	·	-0.1	0.8	12.7	·	-0.7	1.8	-0.2	5.0	-26.1	10.1
COC(=O)C1=CN(c2ccc(F)cc2)C=C(C(=O)OC)C1c1ccc(O)cc1	-1.9	0.1	-8.6	-32.3	-10.7	-12.9	-0.2	2.6	9.8	-3.4	-5.2
CC(C)(C)OC(=O)N/N=C/c1cc(N=Nc2ccccc2)ccc1O	0.9	-0.1	-24.4	-16.2	-13.2	0.2	0.1	34.3	18.3	-49.6	-40.2
Cc1cc(Cl)ccc1OCC(=O)OCC(=O)Nc1cccnc1Cl	2.2	-0.3	-12.1	-4.2	3.3	6.8	0.2	-9.9	12.3	7.9	-3.7
CC1CCc2nn(CC(=O)N3CCc4ccccc43)cc2C1 (stereo not given)	-2.1	-0.2	-7.5	6.3	0.1	7.5	1.3	-7.7	4.8	-9.3	-10.6
Cc1cccc(OCC(=O)OCC(=O)Nc2ccc(Cl)cn2)c1	·	-0.1	-10.3	-10.4	·	25.0	-0.7	3.5	1.0	11.3	13.2
COc1cc(OC)c(C2N(c3ccccn3)C(=O)C3CCCN32)cc1OC (stereo not given)	4.0	-0.2	16.3	-17.2	-5.0	12.2	-2.4	2.0	1.3	17.3	-15.4
CCCNC(=O)C1(C)CCN(C(=O)c2cccc(OC(F)(F)F)c2)C1 (stereo not given)	·	-0.2	-4.5	-15.1	·	22.3	-0.3	-1.9	-1.6	7.9	-18.8
CCOc1c([N+](=O)[O-])cc2c(C)c(C(=O)N3CCN(C)CC3)oc2c1OCC	-0.8	0.1	10.8	-3.1	9.4	-0.8	-0.1	-0.4	-0.4	7.6	5.2
O=c1oc(-c2ccc(Cl)c(Cl)c2)nn1-c1ccc(C(F)(F)F)cn1	0.5	0.1	14.9	-0.8	·	8.1	0.6	-7.8	11.7	-51.7	-35.6
COc1ccc(N(CC(=O)N2CCc3ccccc3C2)S(C)(=O)=O)cc1	2.6	0.2	-6.3	0.6	-8.4	-0.5	0.9	-2.8	6.9	-5.8	20.8
CCC(C)(C)NC(=O)CN(C(=O)c1snc(C(N)=O)c1N)c1ccc(OC)c(OC)c1	-3.3	0.0	-20.0	-2.2	4.1	-10.9	1.7	-10.0	5.7	17.6	9.9
COc1ccccc1NC(=O)CSc1nnc(CNC(=O)COc2ccc(Cl)cc2)o1	-1.2	-0.2	-1.0	-20.4	-2.9	-5.7	0.7	-2.2	6.1	9.4	9.6
O=C(O)c1cc(S(=O)(=O)N(Cc2ccccc2)c2ccccc2)ccc1Cl	0.4	0.1	-11.3	-21.4	5.2	9.9	5.8	13.0	3.1	-101.2	8.0
O=S(=O)(NCc1ccccc1Br)c1ccccc1Br	1.9	0.2	-10.2	-56.8	-18.6	41.8	-1.8	-2.9	-27.0	-22.4	6.7
COC(=O)c1sccc1NC(=O)CC1C(=O)NCCN1C(=O)Nc1cc(Cl)ccc1OC (stereo not given)	-1.5	0.1	3.7	7.1	·	-1.1	-0.4	-2.7	6.4	24.1	31.8
Cc1ccc(C(=O)CSc2nnc(-c3ccccc3)o2)cc1	1.5	-0.2	-20.0	-22.0	-3.3	8.4	-1.7	8.6	-4.4	-95.7	-30.0
CN1CCc2c(sc3c2c(=O)n(-c2ccccc2)c2nnc(SCc4ccc(Cl)cc4)n32)C1	6.8	0.0	10.0	-10.2	1.1	-8.8	1.6	10.4	-2.3	10.9	2.5
COc1cccc(CNc2ccc([N+](=O)[O-])c(NCC(=O)O)n2)c1	7.2	0.2	2.8	1.1	-0.1	-11.2	1.5	12.3	-1.3	5.5	-5.3
Cc1noc(C)c1S(=O)(=O)N1CCCC(C(=O)NCCc2ccc(Cl)cc2)C1 (stereo not given)	1.4	0.0	19.6	-15.8	-5.2	-4.1	-4.4	-1.2	-4.0	-34.9	-3.8

Next records:
SMILES	NR2E3 ag-1	aDG glyco act	Shn3 3UTR inh	NR2E3 ag-2	MITF TRPM1 inh	CF NFkB inh	iPSC survival up	TWEAK-Fn14 inh	KKLEB tox	HIF-2a block	Peg3 promoter
CNc1nc(N)c([N+](=O)[O-])c(NC2CCCCC2)n1	·	-0.3	18.5	-18.2	-5.7	49.9	-0.6	18.3	-22.1	12.7	27.9
COc1cccc(NC(=O)c2cccc(NC(=O)c3ccco3)c2)c1	·	0.0	-37.5	-35.4	·	-2.3	5.7	-10.5	-2.8	-62.0	-46.9
Cc1cccc(C)c1OCc1nnc(SCC(=O)NCCc2ccccc2)o1	1.1	0.7	-6.8	1.0	-2.1	-15.0	13.4	-11.8	-8.4	5.3	2.0
Cc1ccccc1N(CC(=O)NCC1CCCO1)C(=O)CCC(=O)Nc1nccs1 (stereo not given)	2.4	-0.1	-0.6	-11.8	-6.5	0.0	-0.2	26.0	-5.2	14.9	-30.1
O=c1cc(CN2CCN(Cc3ccccc3)CC2)c2cc(O)ccc2o1	0.4	0.0	19.4	2.1	5.5	8.7	-0.4	2.8	-2.5	19.7	9.3
Cc1cc(Br)cn2c(Cc3ccccc3C(F)(F)F)c(-c3cccc(Br)c3)nc12	·	0.0	·	-3.8	·	·	0.5	27.0	·	11.9	·
Cc1cc(N2CCOCC2)c(F)cc1C(=O)c1ccccc1	0.5	-0.1	-24.9	-36.0	-5.5	3.6	3.1	-0.3	-5.8	-13.9	-16.9
O=C(CN1CCCCCC1)Nc1ccc(S(=O)(=O)N2CCOCC2)cc1	3.2	0.1	0.0	15.5	5.8	-4.4	-0.4	-1.4	-5.4	18.6	1.0
O=C(c1cn(Cc2ccccc2)nc1-c1ccc(Cl)cc1)N1CCN(c2ccccn2)CC1	0.7	1.1	5.5	-19.2	28.4	-12.9	-0.4	11.4	-3.4	20.0	21.2
COc1ccc2c(C)c(C(=O)N3CCN(Cc4ccccc4)CC3)oc2c1	·	-0.1	-3.4	5.0	0.6	24.2	-0.2	-10.7	2.9	-42.2	-13.3
CCCNC(=O)C(Cc1ccc(I)cc1)NC(=O)c1ccc2ccccc2n1 (stereo not given)	1.4	0.7	8.2	9.0	1.1	-19.4	-2.3	-24.7	24.6	-0.6	22.6
CCOc1ccc(N2CC(C(=O)NC3CCCC3)CC2=O)cc1 (stereo not given)	-0.9	0.1	-8.0	-26.3	18.7	-16.6	-0.4	4.2	7.9	5.5	9.1
CCCc1c(O)c2ccccc2n(-c2ccccc2)c1=O	1.0	0.0	3.3	-32.8	-1.5	1.8	-1.8	-18.4	-7.5	13.9	7.2
COc1ccc(NCC(=O)Nc2ccccc2C#N)cc1Cl	3.0	-0.2	-22.1	-11.5	-11.5	-5.2	0.1	3.7	10.6	-29.8	-23.4
CC(C)c1nnc(SCC(=O)NCc2ccc3c(c2)OCO3)n1C	-0.8	0.0	-30.6	-12.4	0.9	-0.2	-3.0	-8.1	4.1	17.5	5.3

5 entries drawn at random from those above:
SMILES	NR2E3 ag-1	aDG glyco act	Shn3 3UTR inh	NR2E3 ag-2	MITF TRPM1 inh	CF NFkB inh	iPSC survival up	TWEAK-Fn14 inh	KKLEB tox	HIF-2a block	Peg3 promoter
CCCc1c(O)c2ccccc2n(-c2ccccc2)c1=O	1.0	0.0	3.3	-32.8	-1.5	1.8	-1.8	-18.4	-7.5	13.9	7.2
O=C(CN1CCCCCC1)Nc1ccc(S(=O)(=O)N2CCOCC2)cc1	3.2	0.1	0.0	15.5	5.8	-4.4	-0.4	-1.4	-5.4	18.6	1.0
CCOc1ccc(N2CC(C(=O)NC3CCCC3)CC2=O)cc1 (stereo not given)	-0.9	0.1	-8.0	-26.3	18.7	-16.6	-0.4	4.2	7.9	5.5	9.1
O=c1cc(CN2CCN(Cc3ccccc3)CC2)c2cc(O)ccc2o1	0.4	0.0	19.4	2.1	5.5	8.7	-0.4	2.8	-2.5	19.7	9.3
CCCNC(=O)C(Cc1ccc(I)cc1)NC(=O)c1ccc2ccccc2n1 (stereo not given)	1.4	0.7	8.2	9.0	1.1	-19.4	-2.3	-24.7	24.6	-0.6	22.6
